GLP1R cytotox: cytotoxicity counter-screen for GLP-1 receptor inverse agonists | HEK293 cAMP-luciferase reporter cells, luminescence, 24 h | Potency, µM (highest dose often 38.3 µM), for inactives: at the top dose activity change, negative = inhibition, usual class: inhibitors | hit rate 0.13% among 410,000;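 also: loss of luciferase light is scored as toxicity; potency is read from the fitted curve at half-maximal effect; % is scaled to controls: 0 for no effect and ±100 for the full control effect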
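1536-well qHTS counterscreen of the MLSMR; 200 cells/uL, 12 h pre-incubation, 23 nL cpd, 24 h at 37 deg C 5% CO2, luciferase detection reagent, 12 min RT, luminescence. Inhibition = undesired.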
DRD3 agonist: D3 dopamine receptor (human) agonism | AID 652048 | hit rate 0.58% among 410,000 | D3R DiscoveRx beta-arrestin cells, luminescence, 90 min | max activation, % | P35462; in the data active = max activation above about 30%; also: 0% is about no effect; mostly tested at two doses, the higher about 12 µM
Target sequence (P35462 whole entry, looked up): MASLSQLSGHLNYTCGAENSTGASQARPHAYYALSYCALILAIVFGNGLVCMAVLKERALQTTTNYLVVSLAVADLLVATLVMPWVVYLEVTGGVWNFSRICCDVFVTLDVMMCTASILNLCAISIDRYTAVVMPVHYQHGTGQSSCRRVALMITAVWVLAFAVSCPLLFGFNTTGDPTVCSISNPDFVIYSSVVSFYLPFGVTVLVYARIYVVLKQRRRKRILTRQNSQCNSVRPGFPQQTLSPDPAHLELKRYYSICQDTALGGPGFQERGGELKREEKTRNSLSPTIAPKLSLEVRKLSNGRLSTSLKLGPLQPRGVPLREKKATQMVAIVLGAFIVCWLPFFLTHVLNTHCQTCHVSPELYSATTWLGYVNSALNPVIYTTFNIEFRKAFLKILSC
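Agonist-mode cell screen: cells plated at 1500/well and incubated overnight at 37 °C, then exposed to library compounds for 90 min at 37 °C. Detection reagent was added for 30–60 min at room temperature, and luminescence was read.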
KB-V1 cytotox: kills drug-selected multidrug resistant KB-V1 cells. KB-V1 MDR cells viability, CellTiter-Glo, 72 h. Potency, µM (highest dose often 46.1 µM), without a hit: at the highest dose activity change, negative = cytotoxicity, hits mostly cytotoxic. hit rate 3.4% among 400,000. AID 1347076; also: potency is read from the fitted curve at half-maximal effect; % is scaled to controls: 0 for no effect and ±100 for the full control effect; nearly all actives have a fitted effect of over 60% in size
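qHTS viability screen in drug-selected KB-V1 MDR cells: 72 h compound treatment at 37 degrees C, ATP luminescence end point.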
GLP1R inv ag: inverse agonists of human GLP-1 receptor; HEK293 GLP-1R CRE-luciferase, luminescence, 24 h; GLP-1R form is constitutively active; P43220; Potency, µM (doses to about 38.3 µM), for inactives: top-dose activity change, negative = inhibition, hits mostly inhibitors; hit rate 1.6% among 410,000; also: potency is read from the fitted curve at half-maximal effect; % is scaled to controls: 0 for no effect and ±100 for the full control effect; nearly all actives have a fitted effect of over 55% in size
Target sequence (P43220 whole entry, looked up): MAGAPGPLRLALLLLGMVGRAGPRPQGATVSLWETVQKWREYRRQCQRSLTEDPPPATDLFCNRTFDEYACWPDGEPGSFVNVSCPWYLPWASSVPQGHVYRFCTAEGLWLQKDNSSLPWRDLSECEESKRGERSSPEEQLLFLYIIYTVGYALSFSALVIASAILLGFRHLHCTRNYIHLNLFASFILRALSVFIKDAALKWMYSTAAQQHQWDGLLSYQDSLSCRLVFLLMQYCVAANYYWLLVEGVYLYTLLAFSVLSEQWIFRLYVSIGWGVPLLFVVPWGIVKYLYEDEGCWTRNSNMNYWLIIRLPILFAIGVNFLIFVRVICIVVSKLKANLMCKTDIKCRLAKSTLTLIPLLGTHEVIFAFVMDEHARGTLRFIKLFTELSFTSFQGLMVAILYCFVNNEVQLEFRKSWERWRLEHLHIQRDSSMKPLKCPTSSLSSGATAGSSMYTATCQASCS
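Inverse agonism was detected as reduced cAMP-driven luciferase luminescence after 24 h compound treatment. The cells were HEK293 clones expressing constitutively active human GLP-1R with the reporter. Reporter-only and GPR119 cell lines served as counterscreen controls.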
DRD3 antagonist: blocks the human D3 dopamine receptor. P35462. D3R cells, DiscoveRx beta-arrestin luminescence, antagonist mode; stronger effect = lower value. max response, negative = inhibition, %. hit rate 2.5% among 360,000. AID 652054; in the data active = max response below about -50%; inconclusive = no clear call, values can overlap the other calls; also: % is scaled to controls: 0 for no effect and ±100 for the full control effect; mostly tested at two doses, the higher about 12 µM
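Cells plated overnight at 1500 cells/well, then exposed to library compounds with dopamine controls for 90 minutes at 37 degrees C. DiscoveRx reagent added for 30–60 minutes at room temperature; luminescence read, quantitative HTS format.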
TDP-43 yeast inh: rescues yeast growth from TDP-43 toxicity. hit rate 1.8% among 410,000. Potency, µM (doses to about 46.1 µM), for inactives: at the highest dose growth rescue (activation), usual class: activators. TDP-43 expressing yeast growth rescue, BacTiter-Glo, 24 h; also: potency is read from the fitted curve at half-maximal effect; % of control where 0% means no effect; nearly all actives have a fitted effect of over 50% in size
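Cell-based yeast growth screen: TDP-43 expression induced in galactose, inoculum OD600=0.02 after raffinose pregrowth to mid-log. Read-out BacTiter-Glo luminescence at 24 hr, 30 deg C; inhibition of toxicity seen as signal increase.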
GLP1R ag: activates the human GLP-1 receptor. HEK293 GLP-1R CRE-luciferase, luminescence, 4-6 h; cells express a hypersensitive GLP-1R form. Potency, µM (series often up to 45.6 µM), inactives show top-dose activation, most hits filed as activators. hit rate 0.007% among 380,000; also: potency is read from the fitted curve at half-maximal effect; % of control where 0% means no effect
PTHR1 agonist: activates the human parathyroid hormone receptor PTHR1 | Q03431 | HEK293 GP2 PTHR1 cells, GloSensor cAMP luminescence, 1 h | Potency, µM (doses to about 115 µM), inactives show at the highest dose activation, hits mostly activators | hit rate 0.075% among 410,000 | AID 743266; also: potency is read from the fitted curve at half-maximal effect; nearly all actives have a fitted effect of over 55% in size; some results filed as inactive show a strong effect at the top dose; inactives centre near -15; many of its hits are not listed in these tables
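HEK-293-derived GP2 cells expressing PTHR1 and a GloSensor cAMP reporter, 3,000/well, plated overnight, given luciferin plus IBMX (each 0.5 mM as added) for 1 h at 37 °C, then compound for 1 h at 37 °C. Luminescence was read after 15 min at room temperature.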
aSyn yeast inh: inhibitors of alpha-synuclein toxicity in yeast; Yeast expressing alpha-synuclein, growth rescue, BacTiter-Glo, 24 h; Potency, µM (titrated, usually from 46.1 µM), for the others: at the highest dose growth rescue (activation), usual class: activators; hit rate 0.14% among 370,000; AID 652106; also: potency is read from the fitted curve at half-maximal effect; % of control where 0% means no effect; nearly all actives have a fitted effect of over 65% in size
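Readout is rescue of growth in alpha-synuclein-expressing yeast, so inhibitors of toxicity appear as activators. Growth after 24 hr at 30 deg C in galactose medium is quantified by luminescence.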
* hit, by the source's call; i = inactive; ? = inconclusive; / = no result given; [ ] = dose if it differs, or a comment. Unless noted, calls follow the shape of the dose curve; as a rule, active = well fitted curve in the direction sought with a large enough effect; inconclusive = small, poorly fitted or top-dose-only effect, or another doubt; inactive = no such curve, though single readings can be large; an effect the other way counts as inactive or inconclusive. An excerpt; count on the stated rates, not on these rows.

SMILES,GLP1R inv ag,TDP-43 yeast inh,DRD3 antagonist,KB-V1 cytotox,aSyn yeast inh,GLP1R cytotox,DRD3 agonist,GLP1R ag,PTHR1 agonist
Cc1ccc(NC(=O)C(CC(C)C)NC(N)=O)cc1Cl (stereo not drawn),-10%,7%,-6,17%,-1%,4%,-4,-1%,i
CCOc1ccccc1CNC(=O)Cn1c(=O)c2cccn2c2ccc(F)cc21,10%,-8%,/,/,/,30%[activator],-20,/,-14%
CCn1nnnc1SCC(=O)Nc1ccc(OC)cc1,12%,-17%,8,7%,-6%,-11%,3,-1%,i
CCc1c(C(=O)NNC(=S)Nc2ccc(S(=O)(=O)Nc3ncccn3)cc2)csc1C,27%,17%,-20,?,3%,-15%,3,0%,i
CC(C)(O)C(=O)NN(C(=O)c1ccccc1)c1cccc(Br)c1,-21%,6%,-22,-5%,0%,20%,-2,0%,i
O=C(Nc1ccc2c(c1)OCCO2)c1[nH]c(C(F)(F)F)nc1-c1ccccc1,?,25%,14,?,2%,-28%,9,-6%,-5%
Cc1nc2ccc(C(=O)N3CCN(Cc4ccccc4)CC3)cc2[nH]1,0%,-20%,3,1%,-2%,-3%,1,10%,-5%
N/C(=N\OC(=O)c1ccc2c(c1)OCO2)c1ccncc1,-18%,8%,17,-8%,-8%,3%,1,-4%,-34%[inhibitor]
COc1ccc(NC(=O)CSCC(=O)Nc2cc(Cl)ccc2N2CCOCC2)cc1,?,?,?,?,-2%,-2%,-24,9%,-31%[inhibitor]
CCOc1ccc(CN(C(=O)c2cccs2)C2CCS(=O)(=O)C2)cc1 (stereo not drawn),14%,-6%,-9,-11%,7%,-10%,2,6%,-5%
COc1ccc(CC(=O)N2CC3(C)CC2CC(C)(C)C3)cc1 (stereo not drawn),11µM*,-22%,-5,-8%,9%,-12%,3,1%,-3%[57.5 µM]
CCCCNC(=O)COc1ccccc1C(=O)c1cc(C#N)c(=O)n(CCOC)c1,5%,11%,11,?,20%,9%,8,2%,i
O=C(c1ccc(Br)cc1)N1CCCC(c2nc(-c3cccs3)no2)C1 (stereo not drawn),-24%,5%,-2,-12%,10%,2%,0,7%,-20%
CC(C)Cc1nnc(NC(=O)C2CC(=O)N(Cc3ccccc3)C2)s1 (stereo not drawn),-1%,0%,-17,20%,-6%,-9%,-5,4%,i
COc1ccc(CCNC(=O)Cn2nc(C(=O)O)c3ccccc3c2=O)cc1OC,8%,-3%,-3,-1%,-3%,-5%,-4,-3%,-10%
CC1(C)CC(NC(=O)C2CCN(S(=O)(=O)c3cccc(C(F)(F)F)c3)CC2)CC(C)(C)N1,?,19%,-3,0%,2%,2%,1,3%,-21%
COc1ccc(C)c2sc(=NC(=O)c3ccc(C(C)=O)cc3)n(C)c12,19%,15%,19,-2%,0%,-2%,3,19%,-23%
O=C(NNC(=S)NCc1ccccc1)c1ccc2c(c1)OCO2,12%,14%,?,?,-3%,9%,-3,-1%,i
COc1cc2cc(CCCOC(=O)c3cc(OC)c(OC)c(OC)c3)oc(=O)c2cc1OC,29%,-1%,16,?,3%,-17%,55*,2%,-22%
O=C(COC(=O)Cc1ccc(F)cc1)NCCc1ccccc1,-14%,16%,-11,?,-4%,-4%,-1,8%,i
c1ccc2nc(-c3ccc(-n4ccnc4)cc3)ccc2c1,58%[activator],13%,2,-23%,-4%,-2%,-4,0%,-77%[inhibitor]
Cc1ccc(-c2nnc(Nc3cccc(Cl)c3)c3ccccc23)cc1S(=O)(=O)NCC1CCCO1 (stereo not drawn),-29%,10%,/,-1%,/,-1%,-14,/,-5%
Cn1c(N)c(C(=O)c2cc(-c3ccncc3)nc3ccccc23)c(=O)n(C)c1=O,10%,-17%,-15,1%,-9%,5%,-7,-3%,-11%
CO/N=C/c1c(-c2ccccc2)nn(C)c1Cl,1%,-13%,11,23%,-1%,-17%,-3,8%,-30%[inhibitor]
CC(C)(Cc1ccc(O)cc1)NC(=O)CC(=O)N=Nc1c(O)[nH]c2cc(Br)ccc12,15%,-15%,3,26%,-4%,-6%,-6,6%,i
CCOc1ccc(CCN2C(=O)C(=O)N([C@@H](CC(C)C)CN3CCC[C@H]3CN3C(=O)C(=O)NC[C@@H]3Cc3ccc(O)cc3)C[C@@H]2Cc2ccccc2)cc1,2%,11%,4,1%,-2%,-3%,7,3%,-23%
C=C(C)COc1ccc(-c2nc(N)ncc2-c2ccc(Cl)cc2)c(O)c1,-20%,-84%[inhibitor],2,23µM*,-56%[inhibitor],5%,-1,11%,i
Cc1ccc(-c2ccc(CCC(=O)O)n2-c2ccc(O)cc2)cc1,4%,-2%,2,3%,10%,64%[activator],0,1%,-28%
CC1(C)Oc2ccc3ccc(=O)oc3c2C(N2CCCCC2)C1O (stereo not drawn),0%,-4%,-27,1%,0%,-12%,-1,22%,-10%[57.5 µM]
COc1cc(OC)cc(C(=O)Nc2nnc3n2CCS3)c1,13%,18%,/,-6%,-1%,6%,5,-1%,-12%

Given with two lines to a compound: part of the list above
Fields – GLP1R inv ag	TDP-43 yeast inh	DRD3 antagonist	KB-V1 cytotox	aSyn yeast inh	GLP1R cytotox	DRD3 agonist	GLP1R ag	PTHR1 agonist
CO/N=C/c1c(-c2ccccc2)nn(C)c1Cl
    1%	-13%	11	23%	-1%	-17%	-3	8%	-30%[inhibitor]
CC(C)(Cc1ccc(O)cc1)NC(=O)CC(=O)N=Nc1c(O)[nH]c2cc(Br)ccc12
    15%	-15%	3	26%	-4%	-6%	-6	6%	i
CCOc1ccc(CCN2C(=O)C(=O)N([C@@H](CC(C)C)CN3CCC[C@H]3CN3C(=O)C(=O)NC[C@@H]3Cc3ccc(O)cc3)C[C@@H]2Cc2ccccc2)cc1
    2%	11%	4	1%	-2%	-3%	7	3%	-23%
C=C(C)COc1ccc(-c2nc(N)ncc2-c2ccc(Cl)cc2)c(O)c1
    -20%	-84%[inhibitor]	2	23µM*	-56%[inhibitor]	5%	-1	11%	i
Cc1ccc(-c2ccc(CCC(=O)O)n2-c2ccc(O)cc2)cc1
    4%	-2%	2	3%	10%	64%[activator]	0	1%	-28%
CC1(C)Oc2ccc3ccc(=O)oc3c2C(N2CCCCC2)C1O (stereo not drawn)
    0%	-4%	-27	1%	0%	-12%	-1	22%	-10%[57.5 µM]
COc1cc(OC)cc(C(=O)Nc2nnc3n2CCS3)c1
    13%	18%	/	-6%	-1%	6%	5	-1%	-12%

(listing goes on)
SMILES,GLP1R inv ag,TDP-43 yeast inh,DRD3 antagonist,KB-V1 cytotox,aSyn yeast inh,GLP1R cytotox,DRD3 agonist,GLP1R ag,PTHR1 agonist
Brc1ccccc1-c1nnc(COc2ncnc3ccccc23)o1,1%,-17%,-26,-17%,11%,-5%,1,24%,-1%
Cc1c(C#N)c2ncn(CC#N)c(=O)c2n1-c1ccccc1,3%,11%,7,-6%,3%,-4%,-1,3%,-4%[57.5 µM]
O=C(CN1CCCCCCC1)N/N=C/c1ccccc1F,-4%,0%,13,-11%,2%,-10%,2,-2%,i
Cc1cc(C(=O)N/N=C\c2cc(C(C)(C)C)c(O)c(C(C)(C)C)c2)n[nH]1,?,7%,1,49%,-11%,-1%,11,16%,-25%
Nc1c(-c2ccccc2)c(CN2CCOCC2)nn1-c1ccccc1,2%,-8%,-2,-7%,-7%,1%,0,4%,i
CC(=O)c1ccc(S(=O)(=O)N2CCC(NC(=O)Nc3cccc(F)c3)CC2)cc1,?,12%,-18,6%,4%,-20%,-8,1%,-27%
CC1(C)Cc2nc3oc4c(NCc5ccccc5)ncnc4c3cc2CO1,18%,20%,22,-19%,-12%,35%[activator],8,?,i
COC(=O)/C(=C1/Oc2cc3c(cc2S1)OCO3)C(F)(F)F,31%[activator],-25%,11,12%,-2%,16%,-1,-2%,-1%[57.5 µM]
CCCCn1c(N)c(N(CCOC)C(=O)COC(=O)CNC(=O)c2ccc(Cl)c(Cl)c2)c(=O)[nH]c1=O,15%,0%,9,-5%,0%,-7%,-5,-7%,-20%
O=C(NCCc1ccccc1)C1CCN(S(=O)(=O)c2ccc(-n3cnnn3)cc2)CC1,19%,-1%,6,5%,0%,-3%,-8,-6%,-2%[57.5 µM]
COc1ccccc1CN1CCCC(C(=O)N(C)Cc2ccccc2)C1 (stereo not drawn),0%,-10%,0,-8%,2%,-8%,-8,-1%,-2%
COCCN(C)Cc1nc(C(c2ccccc2)c2ccccc2)no1,-10%,8%,11,-10%,13%,-14%,7,-2%,i
Cc1ccc2nc(Cn3cc(C(F)(F)F)ccc3=O)cc(=O)n2c1,0%,/,-2,-3%,1%,-12%,5,5%,i
CCc1ccc(-c2nc(CN3CCC(C(=O)NCc4ccc(F)cc4)CC3)c(C)o2)cc1,0%,2µM*,-16,?,/,-4%,1,4%,i

Compound activity (PubChem BioAssay)
